Rab9 promoter act: activates the Rab9 promoter | Huh7 Rab9 promoter-luciferase reporter, luminescence, 24 h | Potency, µM (top dose mostly 9.22 µM), inactives show top-dose activation, negative = inhibition, actives largely listed as activators | 320,000 tested, 2.8% active | AID 485297; also: potency is read from the fitted curve at half-maximal effect; % of control where 0% means no effect; nearly all actives have a fitted effect of over 60% in size
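Cells were plated at 1500 per well in reduced-serum medium with 10% FBS and left 2 h. Compound in DMSO was then added for 24 h at 37 °C. Reporter signal was read by luminescence after 10 min with luciferase detection reagent.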
NPC1 prom act: activators of NPC1 promoter; Huh7 NPC1 promoter luciferase reporter, 24 h; Potency, µM (highest dose often 9.22 µM), without a hit: at the highest dose activation, most hits filed as activators; 320,000 tested, 2.4% active;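 also: potency is read from the fitted curve at half-maximal effect; % of control where 0% means no effect; nearly all actives have a fitted effect of over 60% in size; reporter is driven by a mutant NPC1 promoter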
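Readout is luciferase luminescence, reflecting NPC1 promoter activation in stably transfected Huh7 cells after 24 h compound exposure at 37 °C in reduced-serum medium with 10% FBS.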
FLuc modulator: firefly luciferase modulation, counter-screen for miR-21 project | purified FLuc, Km substrates, luminescence inhibition | Potency, µM (doses to about 57.5 µM), for inactives: at the highest dose activity change, negative = inhibition, usual class: inhibitors | 360,000 tested, 6.9% active | AID 588342;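 also: potency is read from the fitted curve at half-maximal effect; plate controls were vehicle for no effect and reference inhibitor for full effect; nearly all actives have a fitted effect of over 55% in size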
Target sequence (P08659 whole entry, looked up): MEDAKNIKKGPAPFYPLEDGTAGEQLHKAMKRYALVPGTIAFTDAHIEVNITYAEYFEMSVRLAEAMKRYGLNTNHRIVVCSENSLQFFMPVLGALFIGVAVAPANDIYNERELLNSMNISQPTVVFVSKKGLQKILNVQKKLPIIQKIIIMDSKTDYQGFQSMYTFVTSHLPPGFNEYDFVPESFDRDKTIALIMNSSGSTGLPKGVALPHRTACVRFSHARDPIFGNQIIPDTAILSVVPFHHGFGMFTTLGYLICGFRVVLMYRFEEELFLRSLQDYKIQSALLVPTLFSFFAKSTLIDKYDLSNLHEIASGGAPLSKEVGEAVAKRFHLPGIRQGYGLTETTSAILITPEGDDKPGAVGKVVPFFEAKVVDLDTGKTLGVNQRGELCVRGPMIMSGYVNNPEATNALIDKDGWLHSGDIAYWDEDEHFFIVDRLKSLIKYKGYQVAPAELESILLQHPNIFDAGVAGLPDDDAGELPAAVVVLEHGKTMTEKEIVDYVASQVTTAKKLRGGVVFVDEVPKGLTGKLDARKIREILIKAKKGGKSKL
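Biochemical qHTS of compounds, final roughly 60 µM downward over six points, against 10 nM purified firefly luciferase using Km concentrations of substrates (10 uM D-luciferin, 10 uM ATP) in Tris acetate pH 7.5 buffer; luminescence output.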
RORg inh: inhibitors of mouse ROR gamma transcriptional activity; P51450; 310,000 tested, 5.4% active; AID 2551; Potency, µM (titrated, usually from 53.6 µM), for inactives: at the top dose activity change, negative = inhibition, actives largely listed as inhibitors; Drosophila S2 Gal4-RORgamma UAS-luciferase reporter, 20 h; also: potency is read from the fitted curve at half-maximal effect; % is scaled to controls: 0 for no effect and ±100 for the full control effect; nearly all actives have a fitted effect of over 60% in size
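ROR gamma transcriptional activity was tracked as Gal4-UAS luciferase output in stably transfected Drosophila Schneider cells, with compound added 1 hr before 700 uM copper sulfate induction and a 20 hr ambient-temperature incubation.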
ELG1 repair inh: blocks ELG1-dependent DNA repair in HEK293T cells. HEK293T ELG1-luciferase reporter, luminescence, 16 h; DNA damage induced by 5-fluorouridine. Potency, µM (series often up to 46.1 µM), without a hit: at the top dose activity change, negative = inhibition, most hits filed as inhibitors. 330,000 tested, 2.3% active; also: potency is read from the fitted curve at half-maximal effect; % is scaled to controls: 0 for no effect and ±100 for the full control effect; nearly all actives have a fitted effect of over 55% in size
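In this reporter screen, reduction of luminescence relative to DMSO vehicle indicated activity. Compounds and 5-fluorouridine were added together to 2,000 cells per well, incubated for 16 hr at 37 °C, then developed with ONE-Glo.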
p53 reactivation: re-activators of mutant p53; H1299 p53-A138V BP100-luciferase reporter, luminescence, 24 h; Potency, µM (doses to about 92.2 µM), for inactives: top-dose activity change, positive = activation, actives largely listed as activators; 320,000 tested, 0.063% active; also: potency is read from the fitted curve at half-maximal effect; % of control where 0% means no effect; nearly all actives have a fitted effect of over 45% in size
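p53-null H1299 cells stably carrying temperature-sensitive p53-A138V and a BP100-luciferase reporter were pinned with compounds (4-point, 1:5 series) and held 24 hrs at 37 deg C. Luminescence was read 10 min after detection reagent.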
VP16 counter: Gal4-VP16 reporter inhibition counter-screen; 310,000 tested, 3.5% active; Drosophila S2 Gal4-VP16 UAS-luciferase, luminescence, 20 h; Potency, µM (doses to about 53.6 µM), without a hit: top-dose activity, negative = inhibition, usual class: inhibitors;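 also: Gal4-VP16 expression switched on by copper sulfate through the metallothionein promoter; potency is read from the fitted curve at half-maximal effect; % is scaled to controls: 0 for no effect and ±100 for the full control effect; nearly all actives have a fitted effect of over 50% in size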
TRPV1 ag: agonists of human vanilloid receptor 1 (TRPV1) | Q8NER1 | TRPV1-expressing cells, Fluo-8 calcium influx, agonist mode | activation, % at 8.33 µM | 320,000 tested, 0.19% active | AID 540275; in the data active = activation above about 80%; inconclusive = between about 30% and that limit; also: 0% is about no effect
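Fluo-8 calcium influx in TRPV1-expressing cells, kinetic read (ex 480/em 520 nm). Compound added and read 3 min for agonist activity, followed by capsaicin at EC20 final and 2 min further read for enhancement.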
BRCA1 expr up: increases BRCA1 expression. MCF7-BRCA1-FFLuc reporter, luminescence, 48 h; response scale: scaled: vehicle 0%, 10 µM genistein 100%. AID 624202. 380,000 tested, 1.1% active. Potency, µM (series often up to 46.1 µM), inactives show at the highest dose activation, hits mostly activators; also: potency is read from the fitted curve at half-maximal effect; nearly all actives have a fitted effect of over 80% in size; some results filed as inactive show a strong effect at the top dose
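MCF7-BRCA1-FFLuc cells, 2000/well in phenol-red-free MEM, attached 2 h then treated 48 h at 37 C. Luciferase luminescence read 15 min after reagent; normalized to genistein maximum activation (10microM) and DMSO, concentration-response fitted.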
ELG1 genotox: inducers of genotoxicity in HEK293T ELG1-luciferase cells. HEK293T ELG1-luciferase reporter, luminescence, 16 h. Potency, µM (doses to about 46 µM), for inactives: top-dose activity change, positive = activation, most hits filed as activators. 330,000 tested, 1.3% active. AID 504466; also: potency is read from the fitted curve at half-maximal effect; % of control where 0% means no effect; nearly all actives have a fitted effect of over 60% in size
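ELG1-luciferase HEK293T cells, 2,000/well; compound pinned in; 16 hr, 37 °C, 5% CO2; ONE-Glo, 30 min RT; luminescence on CCD imager.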
Tb PFK inh: inhibitors of T. brucei phosphofructokinase; Potency, µM (series often up to 57.5 µM), inactives show top-dose activity, negative = inhibition, most hits filed as inhibitors; AID 485367; 330,000 tested, 0.17% active; T. brucei PFK, ADP-Glo luminescence;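 also: potency is read from the fitted curve at half-maximal effect; 0% = uninhibited 1x PFK enzyme wells and -100% = no-enzyme wells; nearly all actives have a fitted effect of over 60% in size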
Target sequence (O15648 whole entry, looked up): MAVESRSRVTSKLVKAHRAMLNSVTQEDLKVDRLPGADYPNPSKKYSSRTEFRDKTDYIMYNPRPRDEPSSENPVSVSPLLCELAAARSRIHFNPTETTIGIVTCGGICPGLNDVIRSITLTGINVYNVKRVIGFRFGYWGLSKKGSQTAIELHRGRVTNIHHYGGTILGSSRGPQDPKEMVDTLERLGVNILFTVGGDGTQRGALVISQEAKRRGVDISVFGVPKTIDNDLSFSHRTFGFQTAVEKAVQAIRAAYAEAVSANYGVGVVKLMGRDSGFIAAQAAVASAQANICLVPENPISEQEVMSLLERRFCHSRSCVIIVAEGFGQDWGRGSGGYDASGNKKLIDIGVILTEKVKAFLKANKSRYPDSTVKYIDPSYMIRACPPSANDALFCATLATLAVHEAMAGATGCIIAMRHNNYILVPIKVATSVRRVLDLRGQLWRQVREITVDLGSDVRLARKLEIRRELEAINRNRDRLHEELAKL
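In TEA buffer at pH 8.0 with 5 mM MgCl2, enzyme (1.25 nM) converted F6P (0.5 mM) and ATP (0.1 mM) for 45 min at room temperature. ADP product was read by luciferase luminescence.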
An asterisk follows results filed as active; u = inconclusive; x = no result given; & = joins results of further samples; [ ] = dose if it differs, or a comment. Unless noted, calls follow the shape of the dose curve; as a rule, active = well fitted curve in the direction sought with a large enough effect; inconclusive = small, poorly fitted or top-dose-only effect, or another doubt; inactive = no such curve, though single readings can be large; an effect the other way counts as inactive or inconclusive. Compounds as they come. About 15% of those tested had a hit in this group.

SMILES	Rab9 promoter act	NPC1 prom act	FLuc modulator	RORg inh	ELG1 repair inh	p53 reactivation	VP16 counter	TRPV1 ag	BRCA1 expr up	ELG1 genotox	Tb PFK inh
COC(=O)C1C(O)=C(C=Nc2cccc3ccccc23)C(=O)CC1(C)C (stereo not given)	8%	1%	-15%	10%	-1%	4%	-6%	23	3%	1%	-4%
Cc1ccccc1Oc1nc2c(C)cccn2c(=O)c1/C=C(\C#N)C(=O)NC1CCS(=O)(=O)C1 (stereo not given)	3%	1%	-5%	24%	u	-12%	-13%	-2	-53%	u	-12%
O=C(NCCc1ccccc1)C1CCCN(C(=O)NC2CCCCC2)C1 (stereo not given)	18%	1%	4%	-11%	1%	1%	2%	-1	21%	2%	0%
O=c1c2c(ncn1Cc1ccccc1)nc1n2CCC1	-3%	-4%	3%	15%	3%	2%	-23%	-2	24%	3%	-3%
CCOC(=O)C1CCCN(C(=O)CNC(=O)c2ccc(Br)o2)C1 (stereo not given)	x	x	x	x	17%	2%	x	x	-1%	0%	0%
COc1cc(/C=C(/C#N)C(=O)Nc2ccccc2)ccc1OCc1ccc(C(=O)O)cc1	-6%	-1%	u	-28%	-20%	3%	30%[10 µM]	2	81%	-7%	5%
CCCCc1ccc(NC(=S)NCCO)cc1	9%	7%	-6%	u	6%	10%	6%	-1	39%	5%	-2%
Cc1ccc(S(=O)(=O)N2CCC(N3CCC(C)CC3)CC2)cc1	-2%	-1%	0%	-2%	-12%	6%	2%	2	-19%	1%	1%
C#Cc1ccc([C@@H]2C=C(C(=O)O)O[C@H](OCc3ccc(CO)cc3)C2)cc1	-4%	0%	-5%	-27%	19%	3%	16%	8	10%	0%	-4%
CCNC(=S)Nc1ccc(C)c(Cl)c1	-5%	-1%	1%	7.1µM*	0%	4%	u	8	5%	1%	-4%
CC(=O)c1ccc(-c2ccc(-c3cc(=O)oc4c(C(C)C)ccc(C)c34)cc2)cc1	x	x	x	u	u	1%	11µM*	x	-17%	-3%	2%
CC1CN(C2CCN(C(=O)c3ccccc3)CC2)CC(C)O1 (stereo not given)	2%	0%	5%	5%	17%	0%	1%	-2	5%	-3%	0%
O=S(=O)(c1ccc(Br)cc1)N1CCN(c2ccccc2)CC1	0%	-3%	0%	4%	-18%	x	-10%	-1	5%	-1%	4%
O=C(c1ccc(C#CC2(O)CCCCC2)cc1)N1CCN(C(c2ccccc2)c2ccccc2)CC1	1%	-1%	-2%	24%	2%	16%	6%	23	-93%[inhibitor]	9%	2%
Cc1ccsc1C(=O)NNC(=O)c1ccc(NS(=O)(=O)c2cccs2)cc1	-1%	-2%	-3%	x	11%	-4%	x	1	6%	0%	3%

The last 6 compounds of the part before are carried over, then new ones follow:
SMILES	Rab9 promoter act	NPC1 prom act	FLuc modulator	RORg inh	ELG1 repair inh	p53 reactivation	VP16 counter	TRPV1 ag	BRCA1 expr up	ELG1 genotox	Tb PFK inh
CCNC(=S)Nc1ccc(C)c(Cl)c1	-5%	-1%	1%	7.1µM*	0%	4%	u	8	5%	1%	-4%
CC(=O)c1ccc(-c2ccc(-c3cc(=O)oc4c(C(C)C)ccc(C)c34)cc2)cc1	x	x	x	u	u	1%	11µM*	x	-17%	-3%	2%
CC1CN(C2CCN(C(=O)c3ccccc3)CC2)CC(C)O1 (stereo not given)	2%	0%	5%	5%	17%	0%	1%	-2	5%	-3%	0%
O=S(=O)(c1ccc(Br)cc1)N1CCN(c2ccccc2)CC1	0%	-3%	0%	4%	-18%	x	-10%	-1	5%	-1%	4%
O=C(c1ccc(C#CC2(O)CCCCC2)cc1)N1CCN(C(c2ccccc2)c2ccccc2)CC1	1%	-1%	-2%	24%	2%	16%	6%	23	-93%[inhibitor]	9%	2%
Cc1ccsc1C(=O)NNC(=O)c1ccc(NS(=O)(=O)c2cccs2)cc1	-1%	-2%	-3%	x	11%	-4%	x	1	6%	0%	3%
COC(=O)c1ccc(NC(=O)CN2CCN(c3ccccn3)CC2)cc1	6%	0%	1%	24%	2%	10%	9%	1	-8%	-4%	-2%
COC(=O)COc1cccc2c(=O)n(CC(=O)NCc3ccccc3)ccc12	-17%	-31%[inhibitor]	2%	2%	u	1%	-12%	-3	-27%	13%	1%
Cc1ccc(N2C(=O)N(C(C)C)C(C)(C)CC2(C)O)cc1 (stereo not given)	1%	-1%	0%	-22%	-1%	-4%	1%	x	0%	-2%	-12%
CCN1C(=O)C(CC(=O)NCc2ccc(Cl)cc2)N(CC)C1=O (stereo not given)	-3%	-2%	1%	21%[0.365 µM]	14%	-11%	x	2	0%	1%	-17%
Cc1cc(C)nc(SCCS(=O)Cc2ccc(Cl)cc2)n1 (stereo not given)	-1%	-1%	6%	23%	u	-11%	-11%[0.365 µM]	0	-16%	-2%	-1%
NS(=O)(=O)c1cccc(NC(=O)COC(=O)c2ccccc2C(=O)c2ccccc2)c1	-7%	-5%	-2%	x	-16%	-2%	x	2	-24%	0%	u
CCc1nnc(NS(=O)(=O)c2ccc(N)cc2)s1	0%	-1%	0%	-8%&2%	4%	7%	-8%&-4%	0	-10%	-1%	-2%
C[C@H]1CN([C@@H](C)CO)C(=O)c2cccc(NC(=O)c3ccc(-c4nccs4)cc3)c2O[C@@H]1CN(C)C(=O)NC1CCCCC1	x	x	x	x	12%	-7%	x	x	-32%	2%	0%
COc1ccc(NS(=O)(=O)c2ccc(Oc3ncccn3)cc2)cc1	-5%	-5%	-1%	u	u	-10%	u	-1	-28%	-9%	0%
COc1cccc(Oc2ncnc(N)c2[N+](=O)[O-])c1	-4%	-2%	6%	0%	-14%	14%	-15%	-6	-20%	-5%	0%
CC(C)C(=O)Nc1nnc(SCc2cccc(F)c2)s1	u	0%	-17%	25%	-10%	-1%	15%	8	56%	5%	-3%
Cc1ccc([N+](=O)[O-])c(NC2OC(CO)C(O)C2O)c1 (stereo not given)	-4%	-4%	1%	14%	-4%	4%	12%	-4	27%	1%	-16%
Cn1nccc1C(=O)N1CCCC(C(=O)c2cccc3ccccc23)C1 (stereo not given)	-11%	-5%	1%	u	-6%	1%	-12%	4	-3%	-4%	2%
CCOc1cc(CNCCSc2nnnn2C)cc(Br)c1OCc1ccc(F)cc1	1%	-3%	2%	26%	-19%	-5%	u	2	-70%	-2%	-14%
CCOc1cccc(N2C(=O)CC(N3CCC(C(N)=O)(N4CCCCC4)CC3)C2=O)c1 (stereo not given)	-5%	-1%	0%	-16%	2%	-2%	2%	3	-26%	-1%	0%
COC(=O)c1ccc(NC(=O)c2cccc(OC)c2)cc1	u	u	19µM*	2%	u	u	-18%	1	2.5µM*	u	u
COc1cc(/C=N/NS(=O)(=O)c2ccc(C(C)(C)C)cc2)cc([N+](=O)[O-])c1O	2%	-1%	u	3%	4%	-1%	2%	0	-2%	5%	-4%
CCC(C)(C)NC(=O)C(c1ccc(O)cc1)N(C(=O)Cn1nnc2ccccc21)c1ccc(NC(C)=O)cc1 (stereo not given)	-9%	0%	2%	-9%	-1%	3%	-1%	3	15%	2%	0%
CCNC(=S)NNC(=O)c1ccc(S(=O)(=O)NCc2ccco2)cc1	x	x	x	x	-4%	-3%	x	x	-16%	-4%	0%
CC(=O)N1CCN(C(=O)c2cccc(S(=O)(=O)Nc3c(C)n(C)n(-c4ccccc4)c3=O)c2)CC1	7%	0%	1%	x	25%	-1%	x	2	8%	0%	0%
CC(C)OC(=O)c1cc2c(ccn2C)n1CC(=O)N(Cc1ccccc1)c1ccccc1	-4%	-3%	-7%	u	0%	3%	u	4	-31%	-13%	-6%
CCNc1nc(ON=C(C)C)nc(N(C)C)n1	-11%	-1%	2%	14µM*	2%	1%	0%	-3	-13%	1%	0%
CCOc1ccc(C2C=C(c3ccccc3)Nc3nnnn32)cc1 (stereo not given)	1.6µM*	2.8µM*	0%	27%	u	u	0%	17	7.1µM*	u	3%
